Source: PubChem (National Center for Advancing Translational Sciences (NCATS))
DRD3 agonist – qHTS of D3 Dopamine Receptor Agonist: qHTS. D3R DiscoveRx beta-arrestin cells, luminescence, 90 min. max activation, %. actives 0.58% (n = 410,000); in the data active = max activation above about 30%; note: 0% is about no effect; mostly tested at two doses, the higher about 12 µM
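Cells at 1500/well, incubated overnight, then treated with pinned compounds (dopamine as control) for 90 min at 37 degrees C. DiscoveRx reagent added for 30 - 60 minutes at room temperature; luminescence read.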
EPAC2 antagonist – qHTS for Antagonist of cAMP-regulated guanine nucleotide exchange factor 2 (EPAC2): primary screen | Rap guanine nucleotide exchange factor 4 (Homo sapiens), Q8WZA2 | EPAC2 GEF exchange of Rap1B-BODIPY-GDP, fluorescence | Potency, µM (top dose mostly 114 µM), without a hit: top-dose activity, negative = inhibition, hits mostly inhibitors | actives 0.18% (n = 360,000) | AID 720708, 2013; note: potency is the fitted concentration of half-maximal effect; % is set by controls: 0 for no effect and ±100 for the full control effect; nearly all actives have a fitted effect of over 45% in size; many of its hits are not listed in these tables
Target sequence (Q8WZA2 whole entry, looked up): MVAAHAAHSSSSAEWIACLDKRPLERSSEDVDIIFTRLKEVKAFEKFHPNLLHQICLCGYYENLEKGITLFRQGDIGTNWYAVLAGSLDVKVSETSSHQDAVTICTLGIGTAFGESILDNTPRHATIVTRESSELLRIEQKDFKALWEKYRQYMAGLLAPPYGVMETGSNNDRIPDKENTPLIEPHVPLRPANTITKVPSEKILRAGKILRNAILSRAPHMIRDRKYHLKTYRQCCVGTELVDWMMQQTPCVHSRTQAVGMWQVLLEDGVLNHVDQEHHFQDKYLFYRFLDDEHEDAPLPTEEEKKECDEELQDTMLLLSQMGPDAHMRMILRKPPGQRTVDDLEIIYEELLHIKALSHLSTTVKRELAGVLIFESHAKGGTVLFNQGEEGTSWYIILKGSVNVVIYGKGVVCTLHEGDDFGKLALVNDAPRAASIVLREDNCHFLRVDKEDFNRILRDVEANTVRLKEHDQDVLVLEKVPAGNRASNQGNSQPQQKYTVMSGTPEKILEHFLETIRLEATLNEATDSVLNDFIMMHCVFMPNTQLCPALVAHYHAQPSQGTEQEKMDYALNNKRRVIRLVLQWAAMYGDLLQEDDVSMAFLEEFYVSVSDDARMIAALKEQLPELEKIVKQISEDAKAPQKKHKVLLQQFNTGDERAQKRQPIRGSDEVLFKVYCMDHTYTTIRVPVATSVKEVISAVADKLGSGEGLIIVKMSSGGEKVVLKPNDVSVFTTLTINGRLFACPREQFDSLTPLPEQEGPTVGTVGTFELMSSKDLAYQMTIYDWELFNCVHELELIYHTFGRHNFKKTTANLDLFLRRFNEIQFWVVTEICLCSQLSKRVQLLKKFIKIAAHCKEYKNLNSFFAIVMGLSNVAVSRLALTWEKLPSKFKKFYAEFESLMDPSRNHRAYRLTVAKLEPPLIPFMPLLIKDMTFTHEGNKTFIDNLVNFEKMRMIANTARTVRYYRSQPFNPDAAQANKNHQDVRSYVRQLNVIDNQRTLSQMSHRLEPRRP
D3 antag – qHTS of D3 Dopamine Receptor Antagonist: qHTS; D(3) dopamine receptor (Homo sapiens), P35462; actives 2.5% (n = 360,000); max response, negative = inhibition, %; AID 652054, 2013; D3R cells, DiscoveRx beta-arrestin luminescence, antagonist mode; hits give low values; in the data active = max response below about -50%; inconclusive = no clear call, values can overlap the other calls; note: % is set by controls: 0 for no effect and ±100 for the full control effect; mostly tested at two doses, the higher about 12 µM
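Cells expressing the human receptor were seeded at 1500 cells/well, incubated overnight at 37 degrees C in 5% CO2, then exposed to library compounds with dopamine controls for 90 minutes at 37 degrees C before luminescent detection.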
MmCpn inh – Inhibitors of TCP-1 ring complex (TRiC) of Methanococcus maripaludis (MmCpn): qHTS; Chaperonin Mm-Cpn (Methanococcus maripaludis); purified Mm-Cpn ATPase, ADP Transcreener TR-FRET; Potency, µM (doses to about 76.9 µM), without a hit: top-dose activity, negative = inhibition, usual class: inhibitors; actives 0.031% (n = 330,000); note: potency is the fitted concentration of half-maximal effect; % is set by controls: 0 for no effect and ±100 for the full control effect; nearly all actives have a fitted effect of over 80% in size
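TR-FRET (320 nm excitation; 590 and 665 nm emission) reports ADP made from 10 uM ATP by 25 nM enzyme; compounds were preincubated 10 min, reaction run 30 min, both at 37°C.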
EPAC2 agonist – qHTS for Agonist of cAMP-regulated guanine nucleotide exchange factor 4 (EPAC2): primary screen | Rap guanine nucleotide exchange factor 4 (Homo sapiens), Q8WZA2 | EPAC2 activation, biochemical qHTS; response scale: 100% = 6.5 mM cAMP response | Potency, µM (top dose mostly 154 µM), for inactives: at the top dose activation, hits mostly activators | actives 0.079% (n = 360,000) | AID 720711, 2013; note: potency is the fitted concentration of half-maximal effect; nearly all actives have a fitted effect of over 50% in size
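Each well held 100 nM EPAC2, 250 nM RAP1B-BODIPY-GDP and 50 uM GDP. Fluorescence, read at 5-min intervals to 30 min, was referenced to a 6.5 mM cAMP positive control.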
CCT modulator – High-Throughput Screening for Modulators of Cytosolic Chaperonin Activity | purified chaperonin ATPase assay, HTRF ADP detection, 30 min | activity change, % (concentration not given with the values), hits read low | actives 0.3% (n = 360,000) | AID 651819, 2012; in the data active = activity change below about -30%; note: % is set by controls: 0 for no effect and ±100 for the full control effect
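Nucleotide hydrolysis assay: TRiC at 20–40 nM final (set by batch activity) with 10 uM ATP, 30 min at 37 °C, in presence of 76 uM compound. Detection by competitive ADP HTRF, 30 min ambient.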
pAkt inh – HTS Assay for Inhibitors of Akt Phophorylation: Primary Screen. Neuro2A IGF-stimulated pAkt S473 HTRF, 20 min; hits give low values. activity change, % for hits at 50 µM. actives 0.32% (n = 360,000). AID 651550, 2012; in the data active = activity change below about -80%; inconclusive = mostly about -51% to -80%; note: % is set by controls: 0 for no effect and ±100 for the full control effect
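Single-point screen (50 µM final compound) in Neuro2A cells stimulated 20 min with 6 nM IGF at 37 deg C. After lysis, Ser473-phosphorylated Akt read by HTRF (ex 330 nm, em 615/665 nm) as the 665/615 ratio.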
PTHR1 ag – qHTS for PTHR1 Agonists: Primary Screen. Potency, µM (highest dose often 115 µM), for inactives: top-dose activation, usual class: activators. Parathyroid hormone/parathyroid hormone-related peptide receptor (Homo sapiens), Q03431. AID 743266, 2014. HEK293 GP2 PTHR1 cells, GloSensor cAMP luminescence, 1 h. actives 0.075% (n = 410,000); note: potency is the fitted concentration of half-maximal effect; nearly all actives have a fitted effect of over 55% in size; some results filed as inactive show a strong effect at the top dose; inactives centre near -15; many of its hits are not listed in these tables
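HEK-293-derived GP2 cells expressing PTHR1 and a GloSensor cAMP reporter, 3,000/well, plated overnight, given luciferin plus IBMX (each 0.5 mM as added) for 1 h at 37 °C, then compound for 1 h at 37 °C. Luminescence was read after 15 min at room temperature.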
Active calls of the source: *; i = inactive; ? = inconclusive; · = not tested or not shown; [ ] = dose if it differs, or a comment. Unless noted, calls come from the whole dose curve; as a rule, active = well fitted curve in the direction sought with a large enough effect; inconclusive = small, poorly fitted or top-dose-only effect, or another doubt; inactive = no such curve, though single readings can be large; an effect the other way counts as inactive or inconclusive. A portion of the library, so the mix of outcomes need not match the whole.

Molecule	DRD3 agonist	PTHR1 ag	pAkt inh	EPAC2 antagonist	D3 antag	MmCpn inh	CCT modulator	EPAC2 agonist
CC(Oc1ccccc1)C(=O)Nc1ccc(S(=O)(=O)N2CCOCC2)cc1 (configuration not stated)	-5	i	i	-1%	-24	-1%	-1.4	2%
Cc1cccc(NC(=O)CNC(=O)c2sc3ccccc3c2Cl)n1	-5	-8%	i	-2%	3	-1%	0.1	9%
COc1ccc(N=C2SC(C(=O)O)CC(=O)N2C)cc1 (configuration not stated)	9	-7%[57.5 µM]	·	-13%	-18	0%	1.6	0%[15.6 µM]
COc1cccc(NC(=O)CN(C)C(=O)/C=C/c2cn(-c3ccccc3)nc2-c2ccc(OC)c(OC)c2)c1	2	-3%	i	-3%	1	·	0.7	9%
CCOc1cc(C(=S)N2CCOCC2)ccc1OC(=O)c1cccc(C)c1	3	-45%[inhibitor]	i	-27%	55	-6%	-1.1	12%
O=C(OCc1cn([C@H]2CN(C(=O)C3CCCCC3)[C@@H](c3ccccc3)C[C@@H]2O)nn1)c1ccccc1	5	-29%	i	-20%	-6	·	1.7	19%
CCOC(=O)c1cn2nc(Oc3cccc(C(F)(F)F)c3)ccc2n1	-8	-13%	i	-11%	-8	-1%	-1.5	-8%
CCOC(=O)c1c(NC(=O)C2=C(C)NC(=S)NC2c2ccc(F)cc2F)sc(C)c1C (configuration not stated)	1	-10%	i	-3%	-10	-11%	1.6	1%
NS(=O)(=O)c1ccc(CNC(=O)c2ccc(Cl)cc2[N+](=O)[O-])cc1	-3	-6%	i	-3%	2	1%	0.1	-4%
O=C(c1ccc(C(F)(F)F)cc1)N1CCCCC1	7	-4%[57.5 µM]	i	2%	8	-1%	-1.2	9%
O=C(NC1CCCCCC1)C(=S)N1CCOCC1	8	-2%	i	1%	6	-25%	-3.3	2%
Cc1ccc(CNCCCn2cnc(C(=O)Nc3ccc(C)c(C)c3)n2)o1	-17	9%	i	5%	-3	·	-0.8	3%
COc1ccc(S(=O)(=O)Nc2ccc3c(c2)C(=O)N([C@H](C)CO)C[C@H](C)[C@@H](CN(C)S(=O)(=O)c2cccs2)O3)cc1	-21	i	i	-23%	15	2%	-0.5	8%
CCOc1ccccc1NC(=O)CSc1nc2ccccc2nc1N1CCCC1	2	-13%	i	-2%	53	-1%	0.7	4%
CCc1cccc(NC(=S)N(CCOC)C(C)c2ccco2)c1 (configuration not stated)	-7	i	i	-8%	-25	0%	-1.4	7%

(further entries)
Molecule	DRD3 agonist	PTHR1 ag	pAkt inh	EPAC2 antagonist	D3 antag	MmCpn inh	CCT modulator	EPAC2 agonist
O=S(=O)(NCc1ccc2c(c1)OCO2)c1cccc2cccnc12	1	i	i	6%	1	2%	0.3	-5%
CN(C)c1ccc(C(=O)NCc2ccc3c(c2)CCO3)cc1	3	i	i	0%	-7	0%	-0.8	4%
COc1cc(CNC(C)(C)C)cc(Br)c1OCc1cccs1	1	-22%	i	8%	3	-1%	1.4	-3%
CCOC(=O)c1c(C)[nH]c(N=Nc2cccc(OC)c2)c1C	3	-24%	i	-9%	12	-2%	-1.6	0%
COc1cccc(CNc2ccc(C)c(Cl)c2)c1	1	i	i	?	11	-3%	-2.0	14%
CCn1nnc2sc3c(c2c1=O)CCC(C)C3 (configuration not stated)	1	-6%	i	3%	19	1%	-2.0	-9%
CCc1ccccc1NC(=O)c1cccc(N2C(=O)C3C4CCC(C4)C3C2=O)c1 (configuration not stated)	-1	i	i	6%	1	1%	-2.4	6%
CCC12CC3CC(C1)CC(C(=O)NNC(N)=O)(C3)C2	-10	i	i	-1%	-12	1%	-0.9	2%
COC(=O)c1ccc(NC(=O)c2c(Br)cnn2C)cc1	1	i	i	-1%	1	0%	0.9	6%
c1ccc2c3c(cc(N4CCOCC4)c2c1)OC1(N2CCOCC2)CCCCC1O3 (configuration not stated)	-5	i	i	0%	7	1%	-0.6	9%
COCCN(CC(=O)Nc1cccc(C)c1C)C(=O)c1cc(-c2ccncc2)nc2ccccc12	-12	i	i	2%	36	2%	0.1	-2%
CC(=O)Nc1ccc(S(=O)(=O)N(C)c2ccc(OCC(=O)OCC(=O)Nc3ccc(OC(F)F)cc3)cc2)cc1	-14	i	i	-7%	-3	0%	-0.5	15%
CC1(C)C(=O)Nc2ccccc2N1C(=O)COC(=O)Cn1cnc2ccccc2c1=O	-1	-10%[57.5 µM]	i	-2%	12	0%	-0.2	-6%
COc1ccc(CC(=O)N2CCc3cc(OC)c(OC)cc3C2)cc1	5	i	i	-4%	3	-4%	-1.8	6%
CCC(CC)C(=O)NCCCN1CCOCC1	3	i	i	-3%	28	1%	0.1	-4%

Following part
Molecule	DRD3 agonist	PTHR1 ag	pAkt inh	EPAC2 antagonist	D3 antag	MmCpn inh	CCT modulator	EPAC2 agonist
CN1CCN(S(=O)(=O)c2ccc(N(C)Cc3ccc(OC(F)F)cc3)c([N+](=O)[O-])c2)CC1	-14	-31%[inhibitor]	i	-2%	-6	0%	1.6	-9%
Cc1ccc(-n2nc(CC#N)c(C#N)c2N)cc1Cl	-6	i	i	?	5	0%	0.8	12%
CCC(NS(=O)(=O)c1ccc(OC)cc1)C(=O)NCCc1ccccc1 (configuration not stated)	-11	-1%	i	8%	1	0%	4.5	-1%
COC(=O)C[C@@H]1C=C[C@@H](NC(=O)NC2CCCC2)[C@@H](CO)O1	-1	-4%	i	2%	3	·	·	5%
CC(C)(C)n1ncc2c(=O)n(Cc3c(F)cccc3Cl)cnc21	7	-20%[57.5 µM]	i	14%	12	-2%	0.7	12%
CC(=O)Nc1ccc(S(=O)(=O)N2CCN=C2c2ccccc2)cc1	-9	-5%	i	0%	-7	1%	0.1	2%
COc1ccc([C@H]2Cc3cc(O)cc(O)c3C(=O)O2)cc1O	15	-95%[inhibitor]	i	-4%	-13	0%	2.0	1%
CCN(CC(=O)Nc1ccc(OC)cc1)C(=O)Cc1cccs1	1	i	i	-2%	?	-2%	1.1	0%
Cc1cc(N2CCOCC2)nc(SCC(=O)OCc2ccccc2)n1	6	-14%	i	-3%	-6	1%	1.3	10%
Cc1ccc(S(=O)(=O)CCC(=O)Nc2nc(-c3ccncc3)cs2)cc1	5	-30%	·	-10%	9	-3%	-0.9	0%
CC1(C)CC(=O)C=C(c2ccc(-c3ccc(OC(F)(F)F)cc3)cc2)C1=O	-4	-68%[inhibitor]	i	-3%	-8	·	1.0	8%
COC(=O)c1ccc(C(=O)OC)c(NC(=O)C2CCCO2)c1 (configuration not stated)	-1	i	i	-10%	2	1%	0.2	-5%
COc1ccc(N(CCCN2C(=O)c3cccc4cccc(c34)C2=O)C(=O)c2ccncc2)cc1	3	-5%	i	-8%	7	-25%	-3.3	11%
CCOC(=O)c1ccc(NC(=O)CN2C(=O)CNC2=O)cc1	-4	-18%	i	3%	-6	1%	0.0	-15%
CCOC(=O)C1C(=O)NC(c2ccccc2)=NC1c1ccc(Cl)cc1 (configuration not stated)	-4	-5%[57.5 µM]	i	-5%	18	1%	-1.1	-5%

Remaining list, next part.
Molecule	DRD3 agonist	PTHR1 ag	pAkt inh	EPAC2 antagonist	D3 antag	MmCpn inh	CCT modulator	EPAC2 agonist
COC(=O)c1ccccc1NC(=O)NC1CCN(Cc2ccccc2)CC1	-33	i	i	1%	-93*	-2%	1.0	15%
CC1(C)OC(=O)C2=C(C[C@@H](C3CC3)O[C@H]2c2ccc(Cl)cc2)O1	2	-37%[inhibitor]	i	-12%	49	·	-3.8	18%
C[C@@H](NC(=O)[C@@H]1Cc2ccccc2CN1C(=O)OC(C)(C)C)C(=O)NC1CCCC1	4	-14%	i	-1%	-1	0%	0.5	1%
COc1ccc(CC(C)Nc2cccc(SC)c2)cc1 (configuration not stated)	2	-11%	i	?	8	0%	1.3	2%
Cc1ccsc1/C=N/n1c(-c2ccccn2)n[nH]c1=S	-16	i	i	14%	-10	0%	-1.7	13%
COC(=O)C(O)(CC(=O)Nc1ccc(C)c(F)c1)C(F)(F)F (configuration not stated)	-3	-47%[inhibitor][57.5 µM]	i	20%	-15	0%	2.9	1%
CCCCC(=O)NC(NC(=S)N1CCOCC1)C(Cl)(Cl)Cl (configuration not stated)	4	i	i	3%	-3	4%	-5.3	9%
COc1ccc(C(=O)Nc2cc(OC)nc(OC)n2)cc1	-6	-13%[57.5 µM]	i	-2%	0	2%	-2.9	5%
COc1ccc(/C(C)=N/NC(=O)c2ccccc2N)cc1	-7	i	i	-2%	-1	-1%	-1.3	0%
Cc1ccc2nc(C)cc(C(=O)N/N=C/c3ccncc3)c2c1	17	i	i	9%	16	-9%	-1.5	4%
CCCCCCCCCc1conc1C(=O)/C=C/c1ccco1	-5	-21%	i	-1%	1	·	·	2%
Cc1[nH]c2ccc(C(=O)NC3CCC(C)CC3)cc2c1C (configuration not stated)	-12	-10%	·	16%	0	-8%	-62*	5%
COc1ccc(C[C@H]2CN3C(=NC[C@@H]3Cc3ccccc3)N2CCNC(=O)CCC2CCCCC2)cc1	-32	i	i	-5%	-62*	·	0.7	8%
COc1ccc(N2CCN(C(=O)CNS(=O)(=O)c3ccc(C)c(C)c3)CC2)cc1	9	-15%	i	-6%	1	0%	-3.1	9%
Nc1nc(C2CC(=O)OC23CCCCC3)cs1 (configuration not stated)	-1	i	i	-5%	4	-3%	-0.2	-1%
O=C(NCc1ccc2c(c1)OCO2)C1CCCN1C(=O)Nc1cccc(F)c1 (configuration not stated)	-3	-33%[inhibitor][57.5 µM]	i	1%	-17	1%	2.2	2%
O=C(CCNC(=O)c1ccccc1)OCC(=O)c1ccccc1	0	i	i	8%	14	-1%	1.6	-1%
